LYPLA2 counter = counter-screen for PME1 inhibitors: inhibitors of human LYPLA2. recombinant LYPLA2, FP-Rh probe fluorescence polarization. AID 2177. O95372. 320,000 compounds, 0.38% hits. inhibition, % at 5.9 µM;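 active means inhibition above the screen-wide mean plus 3 SD, limit set per campaign, cut at about 26% in these data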;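 further: 0% = LYPLA2 with DMSO and 100% = wells lacking LYPLA2 enzyme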
Target sequence (O95372 whole entry, looked up): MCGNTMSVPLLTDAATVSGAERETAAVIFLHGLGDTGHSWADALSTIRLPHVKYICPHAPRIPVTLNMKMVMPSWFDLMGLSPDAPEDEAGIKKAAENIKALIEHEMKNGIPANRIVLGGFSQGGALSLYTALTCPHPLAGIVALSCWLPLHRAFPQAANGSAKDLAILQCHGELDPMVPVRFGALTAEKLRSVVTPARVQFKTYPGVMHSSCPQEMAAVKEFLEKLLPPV
PAFAH2 FP inh = PAFAH2 (human) inhibition. Q99487. recombinant PAFAH2, FP-rhodamine activity probe, fluorescence polarization. inhibition, % at 3.39 µM. 340,000 compounds, 0.99% hits;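 active means inhibition above the mean over all tested compounds plus 3 SD, cut at about 30% in these data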;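 further: inhibitors block probe labeling of enzyme so polarization drops; 0% = enzyme with DMSO and 100% = wells lacking PAFAH2 protein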
pPAFAH inh = pPAFAH (human) enzyme inhibition; Q13093; recombinant pPAFAH, FP-rhodamine probe fluorescence polarization; inhibition, % at 3.39 µM; 330,000 compounds, 1.5% hits; AID 463082;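 active means inhibition above the mean inhibition across the screen plus 3 SD, cut at about 25% in these data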;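 further: inhibitors block binding of the rhodamine activity-based probe so polarization drops; 0% = enzyme with DMSO and 100% = wells lacking pPAFAH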
Target sequence (Q13093 whole entry, looked up): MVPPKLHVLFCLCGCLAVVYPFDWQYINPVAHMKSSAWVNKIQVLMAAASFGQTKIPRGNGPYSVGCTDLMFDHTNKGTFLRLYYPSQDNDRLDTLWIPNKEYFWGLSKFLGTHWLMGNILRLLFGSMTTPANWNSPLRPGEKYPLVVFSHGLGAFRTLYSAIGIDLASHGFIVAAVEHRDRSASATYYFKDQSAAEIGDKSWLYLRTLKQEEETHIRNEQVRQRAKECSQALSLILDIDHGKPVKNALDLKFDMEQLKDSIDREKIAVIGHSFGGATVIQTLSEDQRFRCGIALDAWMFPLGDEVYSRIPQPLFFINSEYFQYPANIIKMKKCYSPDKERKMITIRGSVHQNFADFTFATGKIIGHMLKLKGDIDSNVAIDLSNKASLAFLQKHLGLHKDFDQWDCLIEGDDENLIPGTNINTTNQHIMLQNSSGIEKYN
PAFAH1B3 FP inh = PAFAH1B3 (human) inhibition | Q15102 | recombinant PAFAH1B3, FP-rhodamine probe, fluorescence polarization | inhibition, % at 3.39 µM | 340,000 compounds, 0.28% hits;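 active means inhibition above the screen-wide average of all tested compounds plus 3 SD, cut at about 25% in these data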;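 further: 0% = enzyme with DMSO only and 100% = wells lacking PAFAH1B3 protein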
Target sequence (Q15102 whole entry, looked up): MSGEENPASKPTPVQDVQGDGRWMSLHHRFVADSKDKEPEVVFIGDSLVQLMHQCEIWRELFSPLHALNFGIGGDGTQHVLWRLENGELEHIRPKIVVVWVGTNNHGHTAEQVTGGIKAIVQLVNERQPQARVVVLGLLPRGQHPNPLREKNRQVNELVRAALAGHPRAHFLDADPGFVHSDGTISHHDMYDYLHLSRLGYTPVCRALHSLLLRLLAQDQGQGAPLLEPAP
PREPL inh = human PREPL enzyme inhibition; inhibition, % at 5.96 µM; Q4J6C6; recombinant PREPL, fluorescence polarization activity-based probe; 320,000 compounds, 0.68% hits; in the data active means inhibition above about 43%;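 further: 0% = enzyme with DMSO and 100% = wells lacking enzyme; many of its hits are not listed in these tables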
PAD4 inh = blocks human protein arginine deiminase 4 | recombinant PAD4, RCA probe fluorescence polarization | Q9UM07 | AID 485272 | inhibition, % at 6.36 µM | 330,000 compounds, 0.41% hits;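 active means percent inhibition above a cutoff equal to the mean of all tested compounds plus 3 SD, cut at about 15% in these data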;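 further: 0% = PAD4 with RCA probe and DMSO and 100% = probe without PAD4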
GSTO1 counter = GSTO1 inhibition, counter-screen for RBBP9 inhibitors; 300,000 compounds, 1.1% hits; inhibition, % at 5.96 µM; P78417; recombinant GSTO1, activity-based probe fluorescence polarization;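 active means inhibition above the campaign mean inhibition plus 3 SD, cut at about 35% in these data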;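 further: 0% = GSTO1-1 with DMSO and 100% = wells lacking GSTO1-1 enzyme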
LYPLA1 inh = LYPLA1 (human) inhibition in PME1 counter-screen | recombinant LYPLA1, FP-Rh probe fluorescence polarization | inhibition, % at 5.9 µM | 320,000 compounds, 0.16% hits;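 active means inhibition above the mean of all tested compounds plus 3 SD, set per campaign, cut at about 14% in these data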;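 further: inhibitors block serine hydrolase probe labeling of LYPLA1 so polarization falls; 0% = enzyme with DMSO and 100% = wells lacking LYPLA1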
PAFAH1B2 inh = inhibitors of human PAFAH1B2. P68402. AID 492953. 340,000 compounds, 1.2% hits. recombinant PAFAH1B2, FP-rhodamine activity probe, fluorescence polarization. inhibition, % at 3.39 µM;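 active means inhibition above the mean of all tested compounds plus 3 SD, cut at about 24% in these data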;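 further: 0% = enzyme with DMSO and 100% = wells lacking PAFAH1B2; many of its hits are not listed in these tables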
Numbers without * were called inactive; / = no result given. An excerpt, so the mix of outcomes need not match the whole.

Start of the data: the first 11 entries, to show the layout:
Screens in order – LYPLA2 counter, PAFAH2 FP inh, pPAFAH inh, PAFAH1B3 FP inh, PREPL inh, PAD4 inh, GSTO1 counter, LYPLA1 inh, PAFAH1B2 inh
- Cc1ccc(CNS(=O)(=O)c2c(N)n(C)c(=O)n(C)c2=O)cc1
→ 8, 8, 1, 9, -3, -3, 4, 6, 4
- O=C(O)c1ccccc1C(=O)NNc1cccc(Cl)n1
→ -2, 1, 0, -1, 12, 0, 6, -4, 2
- CC(C)(C)c1ccc(NC(=O)COC(=O)c2ccc(CN3CCCC3=O)cc2)cc1
→ -1, 61*, 13, 6, 5, -2, /, 1, 0
- C#CCOc1ccc(/C=C2/C(=O)N(c3cccc(C(=O)O)c3)N=C2C)cc1OC
→ -4, 12, -1, -1, 12, 39*, 70*, 0, -2
- Cc1cc(C(=O)COC(=O)c2ccco2)c(C)n1Cc1ccco1
→ -3, 16, 0, 12, -4, -7, -4, 2, -4
- Nc1cnc(Br)cc1Br
→ 3, 1, 1, 4, 9, 4, 0, 2, 4
- CN(/C=C1/C(=O)CNC1=O)CCO
→ 6, /, -1, /, -2, -4, -1, 0, /
- CCCCOc1ccc(C(=O)N/C(=C\c2cccc([N+](=O)[O-])c2)C(=O)OC(C)C)cc1
→ -6, -3, -11, 0, 7, -2, -3, -6, 0
- CCOC(=O)N1CCN(S(=O)(=O)c2ccc(C(=O)NNc3nc4cc(C)cc(C)c4s3)cc2)CC1
→ 9, 14, 28*, 16, 0, -1, -10, 6, 2
- COc1ccc(OC)c(N(CC(=O)N2CCOCC2)S(C)(=O)=O)c1
→ 9, 5, 4, 5, 11, -2, 0, 4, 4
- CC(C)(C)CNC(=O)c1cccc2c1C(=O)c1ccc(N3CCCC3)cc1S2(=O)=O
→ /, -22, 3, -18, -15, -17, /, /, -12

The listing (from the top)
Screens in order – LYPLA2 counter, PAFAH2 FP inh, pPAFAH inh, PAFAH1B3 FP inh, PREPL inh, PAD4 inh, GSTO1 counter, LYPLA1 inh, PAFAH1B2 inh
- Cc1ccc(CNS(=O)(=O)c2c(N)n(C)c(=O)n(C)c2=O)cc1
→ 8, 8, 1, 9, -3, -3, 4, 6, 4
- O=C(O)c1ccccc1C(=O)NNc1cccc(Cl)n1
→ -2, 1, 0, -1, 12, 0, 6, -4, 2
- CC(C)(C)c1ccc(NC(=O)COC(=O)c2ccc(CN3CCCC3=O)cc2)cc1
→ -1, 61*, 13, 6, 5, -2, /, 1, 0
- C#CCOc1ccc(/C=C2/C(=O)N(c3cccc(C(=O)O)c3)N=C2C)cc1OC
→ -4, 12, -1, -1, 12, 39*, 70*, 0, -2
- Cc1cc(C(=O)COC(=O)c2ccco2)c(C)n1Cc1ccco1
→ -3, 16, 0, 12, -4, -7, -4, 2, -4
- Nc1cnc(Br)cc1Br
→ 3, 1, 1, 4, 9, 4, 0, 2, 4
- CN(/C=C1/C(=O)CNC1=O)CCO
→ 6, /, -1, /, -2, -4, -1, 0, /
- CCCCOc1ccc(C(=O)N/C(=C\c2cccc([N+](=O)[O-])c2)C(=O)OC(C)C)cc1
→ -6, -3, -11, 0, 7, -2, -3, -6, 0
- CCOC(=O)N1CCN(S(=O)(=O)c2ccc(C(=O)NNc3nc4cc(C)cc(C)c4s3)cc2)CC1
→ 9, 14, 28*, 16, 0, -1, -10, 6, 2
- COc1ccc(OC)c(N(CC(=O)N2CCOCC2)S(C)(=O)=O)c1
→ 9, 5, 4, 5, 11, -2, 0, 4, 4
- CC(C)(C)CNC(=O)c1cccc2c1C(=O)c1ccc(N3CCCC3)cc1S2(=O)=O
→ /, -22, 3, -18, -15, -17, /, /, -12
- COc1ccc(/C=C2\CCn3c2nc2cc(C(=O)O)ccc2c3=O)cc1O
→ 2, 2, 3, 8, 0, -2, 10, -1, 22
- CC(C)c1ccccc1OCC(=O)NCC(c1cccs1)N1CCOCC1 (centres undefined)
→ -1, 4, 6, 0, 12, 3, 11, 0, 4
- Cc1ccc(CNC(=O)C2CC2c2ccccc2)cc1 (centres undefined)
→ -2, 1, 5, 6, -15, -1, 1, 3, 2
- Nc1ccc(Cl)cc1C(=O)OCC(=O)NC1CCS(=O)(=O)C1 (centres undefined)
→ 2, 1, 3, 4, 5, -1, -2, 3, 3
- Cc1c(C(=O)N(Cc2ccccc2)Cc2cccnc2)cnn1-c1ccc(F)cc1
→ -1, 1, -2, 7, 2, -2, 6, 2, 2
- C=CC[C@H](CC(=O)OC(C)(C)C)C(=O)OC[C@H]1CCCN1C(=O)[C@H](CC=C)CC(=O)N(CCO)Cc1ccccc1
→ /, -1, 4, 7, 25, 1, /, /, 6
- COCCCN1C(=O)/C(=C/c2ccc(CNS(=O)(=O)c3ccccc3)o2)C(C(=O)OC)=C1C
→ -3, 9, 6, 0, 12, -4, 0, -4, 4
- CC(=O)c1ccccc1NC(=O)CCNC(=O)c1ccco1
→ 0, -14, -4, 9, 7, -6, 5, 0, 5
- COc1cc(CO)c(Br)cc1OCC(N)=O
→ -6, 5, -1, 0, 17, 4, 0, -3, -5

Single values from the list.
Nc1ccc(Cl)cc1C(=O)OCC(=O)NC1CCS(=O)(=O)C1 (centres undefined) | LYPLA1 inh = 3
CC(C)(C)CNC(=O)c1cccc2c1C(=O)c1ccc(N3CCCC3)cc1S2(=O)=O | PAFAH2 FP inh = -22

More entries follow:
Screens in order – LYPLA2 counter, PAFAH2 FP inh, pPAFAH inh, PAFAH1B3 FP inh, PREPL inh, PAD4 inh, GSTO1 counter, LYPLA1 inh, PAFAH1B2 inh
- COCCCN1C(=O)C(O)=C(C(=O)c2ccc(C)o2)C1c1cccc(Br)c1 (centres undefined)
→ 4, 5, 5, 2, -3, -3, 2, 3, 1
- COC(=O)c1c(C#N)c(N)nc2c1CCCC2
→ -2, 0, 5, 9, 2, 1, 0, 0, 5
- C=CCN1CC(C)/C(=N\O)CC1C (centres undefined)
→ -1, 3, -2, 9, 4, 0, 4, 0, 7
- CC1(c2nnc(-c3ccccc3)o2)CC(c2ccc(F)cc2)=NO1 (centres undefined)
→ 3, 2, 0, 13, -17, 0, 2, 0, 3
- CC(=O)N1N=C(c2cccc(NS(=O)(=O)c3ccc(C)cc3)c2)CC1c1ccco1 (centres undefined)
→ -2, 5, 6, 4, -3, -1, 0, -4, 6
- Cc1ccc(C)c(NC(=S)N=Nc2c(O)n(C)c3ccc(S(=O)(=O)N4CCOCC4)cc23)c1
→ -4, 0, 9, -1, 9, -2, 6, -9, 2
- CCC(=O)N1c2ccccc2NC2=C(C(=O)CC(C)(C)C2)C1c1cccnc1 (centres undefined)
→ 6, 2, -1, 2, 0, -3, 10, 7, 1
- c1ccc(-c2noc(-c3ccc4ccccc4c3)n2)nc1
→ -1, 0, -3, -6, -6, -8, -3, -9, 2
- O=C(NNC(=O)c1ccccc1F)c1ccc(S(=O)(=O)N2CCCC2)cc1
→ /, -2, 1, 9, -4, -9, /, /, 4
- CN(CCc1cnn(C)c1)Cc1nc(CC2CC2)no1
→ -2, -2, 7, 6, 3, -2, 9, -5, 0
- O=C(Nc1ccc(N2CCN(C(=O)c3ccccc3F)CC2)cc1)c1ncn[nH]1
→ -5, 0, -3, 3, 6, -4, 14, -1, -3
- CCOC(=O)C1CCC(CN(Cc2ccccc2)S(=O)(=O)c2ccc([N+](=O)[O-])cc2)CC1 (centres undefined)
→ 5, -5, 4, 4, 8, 2, -1, 4, 3
- Cc1[nH]nc2c1C(c1ccc(N(C)C)cc1)C1=C(CC(C)(C)CC1=O)N2 (centres undefined)
→ -5, -1, 3, 13, 8, -6, 0, -2, -1
- COc1ccc(S(=O)(=O)N2CCSCC2)cc1
→ -3, -6, 1, 6, -1, -1, 6, 0, 4
- COc1ccc(NC(=O)CCCn2c(=O)[nH]c3ccccc3c2=O)cc1
→ -2, 3, -1, 3, -9, -1, 4, -3, 3
- Cc1ccc(Cn2ccc(NC(=O)c3cc4nc(-c5ccco5)cc(C(F)(F)F)n4n3)n2)cc1
→ 4, -7, 2, 2, -13, -1, 10, 2, 3
- O=C(Nc1ccccc1N1CCOCC1)C1=NN(c2c(F)c(F)cc(F)c2F)C(=O)CC1
→ 3, 4, -2, 5, 12, 1, /, -1, -1
- c1ccc2c(c1)OCC(CNc1ncnc3sccc13)O2 (centres undefined)
→ 4, -6, -1, -3, -32, -3, 1, -1, -1
- Cc1c(C(=O)O)nnn1-c1nonc1N
→ 6, -4, 0, 3, 8, -7, 2, -1, 0
- Cc1ccc(CS(=O)(=O)c2cn(CC(=O)Nc3ccon3)c3ccccc23)cc1
→ -2, -2, 13, -1, -10, -3, -2, -2, 1

Screens in order – LYPLA2 counter, PAFAH2 FP inh, pPAFAH inh, PAFAH1B3 FP inh, PREPL inh, PAD4 inh, GSTO1 counter, LYPLA1 inh, PAFAH1B2 inh
- CN(CC(=O)Nc1ccccc1Br)C(=O)c1cc(Cl)nc2ccccc12
→ 4, 7, 0, -2, 6, 2, /, -2, 2
- COc1ccc(-n2c(-c3ccc(OC)c(OC)c3)n[nH]c2=S)cc1
→ -5, 3, 1, 12, -4, 5, -3, 0, 4
- CC(C)(C)c1cc(C(=O)CCN2CCOCC2)cc(C(C)(C)C)c1O
→ 2, -2, 3, 8, -10, 1, -12, 4, 2
- Cc1ccc(S(=O)(=O)Cc2ccc(C(=O)N3CCCCC3C)cc2)cc1 (centres undefined)
→ 1, -3, 1, 5, 10, -4, 2, 0, 2
- Cc1ccccc1Nc1nc(N)nc(CSc2nnc3ccccn23)n1
→ 7, 4, -2, -5, 6, 2, -7, 1, 3
- Cc1c([N+](=O)[O-])cc(C(=O)Oc2ccc(Br)cc2C(=S)N2CCCCC2)cc1[N+](=O)[O-]
→ -12, 10, -6, 7, -1, 0, 3, 1, 0
- Cc1ccccc1-c1nc(CN2CCC(C(=O)N3CCC(C(N)=O)CC3)CC2)c(C)o1
→ 3, 2, -4, 6, 38, -2, 1, -4, 6

Bioassay records as filed in PubChem BioAssay.
